Bioassay records: PubChem BioAssay, several laboratories
PfHsp90 set2 – reduces growth (ATP signal) of yeast expressing P. falciparum Hsp90 | S. cerevisiae expressing PfHsp90, BacTiter-Glo ATP, 48 h; yeast lacking PDR1 and PDR3 efflux regulators | inhibition, % at 9.4 µM | 0.32% of 310,000 active | AID 504621;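 active = every replicate shows inhibition above about 80%, whatever the replicate mean, limit read from the data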;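 note: 0% = DMSO neutral controls and 100% = 20 µM radicicol positive controls; yeast relying on Plasmodium falciparum Hsp90 in place of its own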
HTR5A ag ctr – counter-screen for OPRM1-OPRD1 agonists: human HTR5A agonism. P47898. HTR5A agonist assay, luminescence, cell-based. activation, % at 9.3 µM. 0.61% of 340,000 active; in the data active = activation mostly above about 9.5%, no sharp cut-off; inactive = mostly below about 7.6%;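 note: 0% = cells with vehicle only and 100% = reference agonist; strong numbers were not always called active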
Pemphigus Ab inh – blocks pemphigus antibody binding to human desmoglein-3. DSG3-coupled beads, scFv-anti-DSG3-GFP binding, flow cytometry; hits give low values. binding (percent of control), % at 10 µM. 0.48% of 310,000 active. AID 588358;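 active = binding more than 3 SD below its plate's average and above zero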;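 note: hits lower antibody fragment binding to DSG3; some compounds called inactive have numbers as strong as hits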
Target sequence (P32926 whole entry, looked up, the tested form may be a part): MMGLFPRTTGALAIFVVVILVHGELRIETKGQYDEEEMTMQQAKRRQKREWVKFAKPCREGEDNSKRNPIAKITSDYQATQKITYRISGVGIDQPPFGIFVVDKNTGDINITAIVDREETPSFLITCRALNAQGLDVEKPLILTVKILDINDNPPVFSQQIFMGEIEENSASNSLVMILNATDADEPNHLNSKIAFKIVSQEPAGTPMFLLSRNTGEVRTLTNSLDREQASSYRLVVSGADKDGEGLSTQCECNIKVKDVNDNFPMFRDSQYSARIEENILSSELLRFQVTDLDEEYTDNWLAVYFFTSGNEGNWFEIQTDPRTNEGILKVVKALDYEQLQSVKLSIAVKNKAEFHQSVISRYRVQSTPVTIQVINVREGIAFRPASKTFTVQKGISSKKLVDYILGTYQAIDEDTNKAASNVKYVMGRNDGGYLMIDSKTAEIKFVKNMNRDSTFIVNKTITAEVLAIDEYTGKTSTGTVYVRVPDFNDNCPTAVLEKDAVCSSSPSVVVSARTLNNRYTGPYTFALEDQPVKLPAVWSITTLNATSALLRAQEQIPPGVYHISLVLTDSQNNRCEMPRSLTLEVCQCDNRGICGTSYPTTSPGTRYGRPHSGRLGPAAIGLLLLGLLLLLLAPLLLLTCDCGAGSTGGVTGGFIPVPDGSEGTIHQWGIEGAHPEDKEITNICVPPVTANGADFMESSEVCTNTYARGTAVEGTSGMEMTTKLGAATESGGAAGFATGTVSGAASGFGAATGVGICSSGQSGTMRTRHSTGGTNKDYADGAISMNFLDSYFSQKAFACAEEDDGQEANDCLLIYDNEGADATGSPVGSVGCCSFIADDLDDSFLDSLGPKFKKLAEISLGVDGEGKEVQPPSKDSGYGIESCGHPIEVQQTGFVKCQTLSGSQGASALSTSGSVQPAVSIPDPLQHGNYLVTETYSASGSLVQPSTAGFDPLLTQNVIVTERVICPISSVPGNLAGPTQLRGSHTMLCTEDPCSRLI
Ecoli viability – reduces bacterial viability in AddAB counter-screen. inhibition, % at 11.9 µM. E. coli V3065 growth, OD600 absorbance, 18 h. 0.27% of 330,000 active;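 active = inhibition above the campaign's mean inhibition across all tested compounds plus 3 SD, cut at about 9.9% in these data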;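 note: uninfected addAB+ strain grown without phage in ampicillin broth; 0% = DMSO wells and 100% = ciprofloxacin 0.95 µg/ml wells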
OPRM1-OPRD1 inv – inverse agonists of human mu-delta opioid receptor heterodimerization. 0.21% of 340,000 active. inhibition, % at 9.3 µM. cell-based MOR-DOR heterodimer luminescence, inverse agonism. P35372+P41143; in the data active = inhibition above about 22%, passing the limit was not always enough;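 note: 0% = cells with DMSO and 100% = wells without cells with DMSO; values of inactives mirror those of a sister screen read the other way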
OPRM1-OPRD1 ag – agonists of human mu-delta opioid receptor heterodimerization | P35372+P41143 | activation, % at 9.3 µM | 0.3% of 340,000 active | cells, OPRM1-OPRD1 heterodimerization, luminescence; in the data active = activation above about 18%;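 note: 0% = vehicle-treated cells and 100% = reference agonist; values of inactives mirror those of a sister screen read the other way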
Mot1-301 SUMO – inhibitors of SUMOylation pathway: yeast Mot1-301 growth rescue; S. cerevisiae Mot1-301 growth rescue, ATP luminescence, 38.5C; percent above DMSO median, 100 means doubled; growth rescue, % at 18.8 µM; 1% of 320,000 active;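 active = every valid replicate shows activation above 250% relative to neutral control wells; inactive = the rest, any valid replicate at or below 250%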;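 note: OY570 slx delta 5 strain wells were the positive control but not used for scaling; some compounds called inactive have numbers as strong as hits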
PKA-R1A act – PKA-R1A complex activation. P00514+P68181. PKA-R1A dissociation, Cy5-IP20 fluorescence polarization; scaled: DMSO 0%, 113 µM cGMP 100%. activation, % at 11.4 µM. 0.083% of 340,000 active. AID 504707;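 active = percent activation above the mean of all tested compounds plus 3 SD, cut at about 19% in these data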;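 note: higher means more PKAc released from R1A so a rise in polarization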
phage Ecoli inh – E. coli growth loss with phage present; growth absorbance; inhibition, % at 11.9 µM; 0.26% of 360,000 active; in the data active = inhibition above about 11%
AddAB inh – less growth of phage-infected E. coli with AddAB; inhibition, % at 11.9 µM; AID 435030; 0.29% of 330,000 active; E. coli expressing H. pylori AddAB, absorbance growth; in the data active = inhibition above about 12%;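 note: 0% = vehicle wells of infected cells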
HTR5A inv ctr – inverse agonist of human HTR5A in OPRM1-OPRD1 counter-screen. 0.083% of 340,000 active. HTR5A cell line, luminescence, inverse agonism. inhibition, % at 9.3 µM; in the data active = inhibition mostly above about 23%, no sharp cut-off; inactive = mostly below about 18%;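 note: 0% = cells with DMSO and 100% = no-cell wells with DMSO; some compounds called inactive have numbers as strong as hits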
Numbers without * were called inactive; . = not tested or not shown. Rows are unselected (roughly 3.2% active in at least one column).

Structure	PfHsp90 set2	HTR5A ag ctr	Pemphigus Ab inh	Ecoli viability	OPRM1-OPRD1 inv	OPRM1-OPRD1 ag	Mot1-301 SUMO	PKA-R1A act	phage Ecoli inh	AddAB inh	HTR5A inv ctr
CC1=NNC(=O)C1CC(=O)N/N=C/C(C)=C/c1ccccc1 (stereo unspecified)	0	4	114	-2.5	20	-4.3	-2	-6	0.5	2.8	-1
COC(=O)c1ccc(CNC(=O)CSc2nnc(COc3ccccc3)n2C)o1	-14	8	121	2.0	9	-1.5	-6	0	1.7	3.9	-13
Cc1c(CC(=O)O)c(=O)oc2cc(OCc3ccc(F)cc3F)ccc12	-4	-5	101	-0.7	12	-2.5	-27	-6	0.6	-0.4	18
Cc1ccccc1NC(=S)NC(C)CCc1ccccc1 (stereo unspecified)	24	-9	97	2.8	5	-1.0	30	-3	2.8	3.9	22
CCN(CC)S(=O)(=O)c1ccc(-c2nnc(SCC(=O)N3CCc4ccccc43)o2)cc1	12	-7	95	0.2	-23	4.1	-8	-8	2.0	0.6	2
Cc1cnccc1CN(C)C(=O)C1CCC(=O)N(Cc2ccccc2F)C1 (stereo unspecified)	2	2	.	-1.1	6	-1.2	-13	2	2.5	-0.3	-6
O=C(Nc1ccccc1)/C(=C/c1ccc(O)cc1)NC(=O)c1ccco1	-5	-2	.	-0.3	2	-0.3	-10	4	-2.3	2.0	4
O=C(NCCCNC(=O)c1ccco1)c1ccc(Cl)cc1	13	4	101	-0.8	15	-2.8	31	3	-0.1	2.9	-10
CCCCNC(=O)CN1CCN(Cc2ccc3cc(OC)ccc3c2)CC1	-1	-1	102	-3.6	3	-0.5	11	0	-1.2	-2.7	4
COc1ccccc1/C=C/C=N/NC(=O)c1ccc(=O)n(C)c1	26	0	102	1.2	4	-0.7	-5	-1	0.2	1.5	1
CCOc1cc2nc(-c3ccc(OC)c(OC)c3)nc(NCCCN3CCOCC3)c2cc1OC	.	1	107	-0.8	-25	4.6	-2	-4	0.8	1.1	-34
N#CCC(=O)Nc1ccc(C(=O)OCC(=O)NC(=O)Cc2ccccc2)cc1	.	-10	98	0.4	13	-2.6	4	4	2.7	2.6	24
Cc1ccc(-n2ncc3c(NCc4ccccn4)ncnc32)c(C)c1	-46	5	90	-2.2	-4	0.6	41	0	2.5	-0.2	1
COc1ccc(C(=O)COC(=O)c2sc(C)nc2C)cc1F	-15	-1	102	-1.7	-15	2.9	9	2	-0.2	-1.2	2
C1=C(CCNc2ncnc3c2[nH]c2ccccc23)CCCC1	-2	1	111	4.3	-6	1.2	4	1	7.7	3.4	-4
CN1C(=O)C(C)(C)c2cc(S(=O)(=O)NCCc3ccc(Cl)cc3)ccc21	2	-1	105	-0.5	-10	1.9	-6	-1	3.2	3.9	3
O=C(NC(=S)Nc1cccc(NC(=S)NC(=O)c2ccco2)n1)c1ccco1	-8	-4	102	0.0	7	-1.4	-11	4	2.1	0.5	-35
CC(C)CN1CCC(=O)N([C@H](CO)c2ccccc2)CC1	-6	2	111	-0.3	5	-0.9	-1	1	4.5	2.4	-5
COc1ccc(NC(=O)NS(=O)(=O)c2ccc(C)cc2)cn1	2	-2	100	.	6	-1.3	-10	-4	-0.1	.	7
Cc1ccc(C(=O)N[C@H](C(=O)Nc2ccc(N3CCOCC3)cc2)C(C)C)cc1	.	7	103	.	9	-1.4	.	-11	2.4	.	0
CC(=O)Oc1ccc2ccccc2c1C(NC(=O)Cc1ccccc1)c1ccccc1 (stereo unspecified)	-21	-1	98	0.6	6	-1.2	8	-5	0.6	1.6	-1
CC(=O)Nc1nnc(SCc2ccc(C(=O)Nc3ccccc3F)cc2)s1	-27	4	88	-0.3	4	-0.7	125	8	3.4	3.6	-10
CN1CCN(c2ccc(NC(=O)c3cc([N+](=O)[O-])ccc3N3CCOCC3)cc2)CC1	4	-3	.	2.2	10	-1.8	1	1	-1.8	1.8	3
CCOC(=O)C1=C(O)/C(=C\c2ccc(OC)c(OC)c2)N=C1C	-1	3	98	-2.3	15	-2.6	-3	0	1.2	1.9	6
Cc1nnc2ccc(-c3ccc(NC(=O)Cc4cccs4)cc3)nn12	-30	-2	83	-2.6	-6	1.1	-3	-2	1.1	-2.2	-6
O=C(CN1CCCCC1)Nc1nnc(-c2ccc([N+](=O)[O-])cc2)s1	-4	-6	90	2.9	-15	3.1	-20	-1	2.8	2.3	14
COc1ccccc1NC(=O)c1cc2n(n1)C(C(F)(F)F)CC(c1ccc3c(c1)OCO3)N2 (stereo unspecified)	17	6	107	-2.5	-41	7.1	-14	-1	2.6	3.3	-37
O=C(CCn1c(=O)c2cccn2c2ccccc21)Nc1ccc(F)cc1	-48	5	.	-5.0	6	-1.0	5	1	1.1	2.2	2
O=C(COC(=O)c1ccccc1O)NCc1ccco1	10	5	88	-3.5	5	-1.1	0	-4	0.0	-1.7	-18
O=C1CC(N(O)c2ccccc2)C(=O)N1c1cc(Cl)cc(Cl)c1 (stereo unspecified)	-19	-2	109	-1.8	-34	5.5	5	-9	2.6	2.1	5
Cc1occc1C(=O)N/N=C/c1ccc(Cl)c([N+](=O)[O-])c1	3	0	108	-2.8	-12	2.3	4	2	1.3	1.6	0
COc1cccc(NC(=O)COC(=O)c2c(C)nn(-c3ccccc3)c2C)c1	22	7	.	-1.9	-2	0.4	19	-7	0.9	0.1	-16
Nc1nc(N)nc(-c2cc(Cl)ccc2Cl)n1	-2	-3	105	1.1	10	-1.8	12	0	2.1	-0.9	13
Cc1ccc(NC(=S)N2CCN(S(=O)(=O)c3ccccc3)CC2)cc1C	20	1	110	.	3	-0.8	-9	-11	2.4	.	18
COC(=O)c1[nH]c2ccc(Br)cc2c1NC(=O)Oc1ccccc1	2	1	72	0.0	2	-0.3	5	4	4.6	-2.0	6
COc1ccc(S(=O)(=O)N2CCCCC2)cc1NC(=O)C1CCCO1 (stereo unspecified)	22	-1	98	-2.3	-5	1.1	-8	3	2.4	-1.0	3
CCN1CCN(C(=O)Cn2ncc3c([nH]c4ccc(C)cc43)c2=O)CC1	-10	2	95	-1.4	14	-2.9	9	4	-0.3	2.6	0
Cc1cc(C(F)(F)F)nn1C(=O)c1cccnc1Cl	-5	-8	102	0.9	0	-0.1	-19	-14	2.5	5.5	0
O=C(c1ccccc1)N1CCN(c2ccccc2)CC1	.	-3	91	.	10	-2.0	.	1	2.9	.	10
CN(C(=O)CSc1cc(C(=O)c2nccn2C)c2ccccc2n1)c1ccccc1	5	-7	100	-2.8	26	-4.8	-1	-6	0.1	3.2	8
Cn1cc(CN2CCC(C(O)CCc3ccccc3)CC2)c(-c2ccccc2F)n1 (stereo unspecified)	1	4	86	-1.3	6	-1.2	7	3	2.6	-0.3	3
O=C(NCc1n[nH]c(=O)c2ccccc12)C1CC(=O)N(c2ccc(Cl)cc2)C1 (stereo unspecified)	-9	0	103	0.5	13	-2.7	-7	0	-1.4	1.5	-12
O=c1[nH]c(=O)n(Cc2ccc(Oc3ccccc3)cc2)cc1Br	-12	2	96	-0.7	17	-3.3	-4	-4	1.1	-0.1	-7
CCCN1C(=O)c2cc(C(=O)Nc3ccc(OC)cc3OC)ccc2C1Nc1ccc(OC)cc1OC (stereo unspecified)	-33	-1	85	-1.5	21	-4.2	1	-4	6.9	-0.4	12
CC(C)(C)N=C(NS(=O)(=O)c1cccs1)c1ccccc1	10	-1	104	.	13	-3.9	.	4	4.2	.	0
CCn1cc(Br)c(C(=O)Nc2sc3c(c2C(N)=O)CCCC3)n1	7	-2	.	2.4	-10	1.9	-6	2	.	1.5	2
CN(C)CCN1CCc2ccccc21	-35	9	.	-0.9	-18	2.9	-16	-5	-0.1	3.4	-27
COc1ccnc(Nc2cccc(C)c2)c1C#N	.	-6	95	-1.7	-14	2.4	3	-9	3.6	1.8	14
COc1ccc(/C=N/Nc2nncc3ccccc23)cc1	13	-3	93	-0.4	-3	0.4	-16	-4	4.4	2.9	8
CCOC(=O)CCCNC(=O)COC(=O)CCC(=O)c1ccc(F)cc1	-1	4	88	-1.9	10	-1.8	-10	-21	3.3	2.4	-5

Additional records.
Structure	PfHsp90 set2	HTR5A ag ctr	Pemphigus Ab inh	Ecoli viability	OPRM1-OPRD1 inv	OPRM1-OPRD1 ag	Mot1-301 SUMO	PKA-R1A act	phage Ecoli inh	AddAB inh	HTR5A inv ctr
CCOC(=O)C(NC(C)=O)(NS(=O)(=O)c1ccccc1)C(F)(F)F (stereo unspecified)	5	1	.	-2.9	9	-1.8	-20	-10	4.3	-1.9	-26
Cc1cccc(CN2CCN(CC(=O)NCCCN3CCCC3=O)C2=O)c1	-2	4	101	-1.3	9	-2.0	-19	-10	2.5	2.2	-5
Cc1ccc(S(=O)(=O)NCc2ccc(C(=O)NC3CCCCC3)cc2)cc1	20	-3	99	-2.6	11	-2.1	-1	-4	3.9	5.1	-13
CCc1ccc2[nH]cc(C(=O)N3CCCCCC3)c(=O)c2c1	.	0	103	0.7	10	-1.7	-4	2	2.5	-0.1	-10
Cc1ccc(C)c(C(=O)CSc2nc(N)cc(=O)[nH]2)c1	6	-1	121	1.1	6	-1.2	-1	-3	2.4	3.2	2
